Screening results deposited in PubChem by Broad Institute.
CASP6 VEID inh = human caspase-6 inhibitors, primary screen, biochemical, VEID-R110 fluorescence, single point, set 2; P55212; purified caspase-6, Z-VEID-R110 cleavage fluorescence; inhibition, % at 12.5 µM; hit rate 0.53% among 350,000; AID 686996, 2013;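 active means mean inhibition across replicates at least about 35%, with every replicate also reaching that limit, limit read from the data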;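 further: 0% = median of neutral control wells and 100% = no fluorescence left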
Target sequence (P55212 24-179 limits assumed): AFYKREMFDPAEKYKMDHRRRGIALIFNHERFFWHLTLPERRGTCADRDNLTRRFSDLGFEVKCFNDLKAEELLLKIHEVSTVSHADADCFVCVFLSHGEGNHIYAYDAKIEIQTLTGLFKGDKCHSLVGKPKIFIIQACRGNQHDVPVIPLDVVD
Target sequence (P55212 194-293 limits assumed): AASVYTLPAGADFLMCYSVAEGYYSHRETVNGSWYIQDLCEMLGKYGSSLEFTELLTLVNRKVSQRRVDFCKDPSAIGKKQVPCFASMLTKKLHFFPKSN
miR122 inh = miR-122 Renilla sensor signal increase in Huh7, primary screen, miR-122 inhibitor project, cell-based, single point, plate reader; AID 602342, 2012; hit rate 0.3% among 340,000; activation (reporter increase), % at 12.5 µM; Huh7 miR-122 Renilla luciferase sensor, 48 h; neutral wells = 0, positive control = 100;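 active means mean replicate activation score at least 90 and every replicate individually at or above 90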;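 further: higher luciferase means less miR-122 activity so hits act as miR-122 inhibitors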
LGR2 antag = inhibitors of bursicon-induced LGR2 CRE-luciferase signal, primary screen, cell-based, HEK293, CRE-luciferase reporter, bursicon stimulation; Drosophila bursicon receptor LGR2 (rickets); bursicon-stimulated, 4 h; inhibition, % at 9.99 µM; hit rate 0.35% among 380,000;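 active means drop in luminescence signal, shown as inhibition above about 50% in the replicate tests, limit read from the data, passing the limit was not always enough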;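 further: agonist challenge used bursicon conditioned medium at about half maximal strength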
PAX8 inh HTS = inhibitors of PAX8-driven TPO luciferase reporter, primary screen, RMG-I cells, single concentration. hit rate 1.2% among 360,000. inhibition, % at 12.6 µM. SteadyGlo, 24 h;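 active means mean replicate inhibition at least 60% with every replicate also reaching 60%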;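 further: luciferase light reporting Pax8 driven TPO promoter activity; plate controls were median of neutral control wells for no effect and mitoxantrone controls for full effect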
PGC1a acetyl inh = inhibitors of PGC1a acetylation signal, primary screen, cell-based, U2OS, AlphaScreen, inhibitor mode | AlphaScreen anti-acetyl-lysine; with virally co-expressed GCN5 acetyltransferase | inhibition, % at 15.6 µM | hit rate 0.17% among 350,000 | AID 651687, 2012;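 active means every replicate shows inhibition of at least 40%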;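 further: 0% = neutral control wells and 100% = positive control wells; some results beyond the cut were filed as inactive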
FN deposition inh = inhibitors of fibronectin matrix deposition, primary screen, AH1F cells, Alexa488-fibronectin fluorescence, plate reader | inhibition, % at 12.6 µM | AH1F fibroblasts, overnight | hit rate 0.086% among 350,000;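 active means mean inhibition across replicates of 30% or more, regardless of how many single replicates reach that level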;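 further: positive control wells lacked labelled fibronectin entirely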
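test system = AH1F fibroblasts assembling fluorescent fibronectin matrix | quantity = 10000 AH1F cells per well | buffer or medium = DMEM plus 2% serum, read in PBS | doses = single dose, pinned | incubation = 1 h cell attachment, overnight exposure to compound and label | detection = fluorescence at 485 nm excitation, 525 nm emission | read-out basis = inhibition from reduced deposited-fibronectin fluorescence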
Cneo AK release = Cryptococcus neoformans cell lysis inducers, primary screen, AK release luminescence, single concentration; C. neoformans lysis, adenylate kinase release luminescence, 4 h; normalised: neutral wells 0, clomiphene wells 100; lysis activity, % at 15 µM; hit rate 0.2% among 360,000; AID 651654, 2012;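 active means mean lysis activity across replicates of at least 80%, whatever share of replicates individually reach that level; inactive means mean lysis activity below 80%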
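Material: C. neoformans cells; Schedule: 4 h static compound exposure, 37 °C, read 1 h post-reagent; Measured by: adenylate kinase release luminescence; Read-out: signal increase indicating cell lysis; Controls: Clomiphene as positive lysis control.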
EWS-Fli inh = EWS/Fli-driven NR0B1 reporter inhibitors, primary screen, A673 cells, NR0B1 luciferase, luminescence, MLPCN library | viability-normalised | inhibition, % at 12.6 µM | hit rate 0.67% among 350,000 | AID 651661, 2012;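 active means mean inhibition of at least 50% after viability correction, with every replicate also passing that limit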;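 further: firefly luciferase signal divided by Alamar Blue viability fluorescence both relative to DMSO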
* marks the source's active call; other numbers are inactive results; & = joins results of further samples; [ ] = remark or other dose.

`COc1ccc(CCN(C)C(=O)c2cc(-c3ccccc3)nc3ccccc23)cc1OC` gave CASP6 VEID inh 2.9, LGR2 antag -18.3, PAX8 inh HTS 1.2, PGC1a acetyl inh -16.6, FN deposition inh 1.2 and Cneo AK release -1.8.
For C1=C(c2sc3ccccc3c2-c2ccc(OCCN3CCOCC3)cc2)CCCC1 the results were CASP6 VEID inh 0.5, LGR2 antag 8.9, PAX8 inh HTS 5.3, FN deposition inh 0.5, Cneo AK release 1.2 and EWS-Fli inh 2.9.
`Cc1ccc(S(=O)(=O)NCCCN2CCCC2)cc1` gave CASP6 VEID inh -4.9, miR122 inh 0.2, LGR2 antag -43.7, PAX8 inh HTS -0.2, PGC1a acetyl inh 2.0, FN deposition inh -1.0, Cneo AK release 2.5 and EWS-Fli inh 12.2.
For C[C@@H]1CN([C@H](C)CO)C(=O)c2cccc(NS(=O)(=O)c3ccc(F)cc3)c2O[C@@H]1CN(C)S(=O)(=O)c1ccccc1 the results were miR122 inh -5.3[16.7 µM], LGR2 antag -6.0, PAX8 inh HTS -2.9, PGC1a acetyl inh 6.8, Cneo AK release -3.1 and EWS-Fli inh -12.0.
For COc1cc(NC(=O)c2nccnc2N)cc(C(=O)Nc2cccc(C(F)(F)F)c2)c1 the results were CASP6 VEID inh 10.6&-5.6, miR122 inh -1.5&6.3, LGR2 antag -3.7&-2.9, PAX8 inh HTS 76.3*, FN deposition inh 12.6, Cneo AK release -2.6&0.9 and EWS-Fli inh 23.1&11.3.
Screening C[C@H](CO)N1C[C@H](C)[C@H](CN(C)C(=O)C2CCC2)Oc2ncc(C#CC3(O)CCCC3)cc2C1=O returned CASP6 VEID inh -1.4, miR122 inh -10.8[16.7 µM], LGR2 antag 2.2, PAX8 inh HTS 4.1, PGC1a acetyl inh 0.9, Cneo AK release -2.7 and EWS-Fli inh -4.7.
`COC(=O)C[C@H]1CC[C@H]2[C@@H](COc3ccc(NC(=O)c4ccc(C#N)cc4)cc3C(=O)N2C)O1` gave CASP6 VEID inh -0.6, miR122 inh 12.5[16.7 µM], LGR2 antag 2.5, PAX8 inh HTS 6.5, PGC1a acetyl inh -1.6, FN deposition inh 1.6, Cneo AK release 6.6 and EWS-Fli inh -4.8.
COCCCN1C(=O)CS/C1=N\S(=O)(=O)c1ccccc1 was read as CASP6 VEID inh -1.4, miR122 inh -0.5, LGR2 antag -7.5, PAX8 inh HTS 1.6, PGC1a acetyl inh -12.1, FN deposition inh -4.8, Cneo AK release -0.2 and EWS-Fli inh 11.0.
COc1cc2c(cc1OC)CN(CC(=O)Nc1ccccc1C(=O)NCc1ccccc1)CC2 was read as miR122 inh -4.7, LGR2 antag 8.2, PAX8 inh HTS 34.5, PGC1a acetyl inh -27.8, FN deposition inh 6.2 and Cneo AK release 2.0.
For COc1cccc(C(=O)NCCCn2ccnc2)c1 the results were CASP6 VEID inh -2.5, LGR2 antag -15.7, PAX8 inh HTS -24.6, PGC1a acetyl inh 1.2, FN deposition inh -22.2 and EWS-Fli inh -9.7.
Screening CSCC(=O)N1CCCC(N2CCN(c3ccc(F)cc3)CC2)C1 (configuration not stated) returned CASP6 VEID inh -1.4, miR122 inh -1.3, LGR2 antag -7.5, PAX8 inh HTS -6.2, PGC1a acetyl inh 4.9, FN deposition inh -2.5, Cneo AK release 1.9 and EWS-Fli inh -12.3.
For O=C(CCC1CC(=O)Nc2ccccc21)NCc1ccccc1 (configuration not stated) the results were CASP6 VEID inh 1.3, miR122 inh -29.0, LGR2 antag 15.3, PGC1a acetyl inh 14.5, Cneo AK release 2.7 and EWS-Fli inh 13.3.
N#CC(CC(=O)OCc1ccccc1)NC(=O)OCc1ccccc1 (configuration not stated) was read as LGR2 antag -9.0, PAX8 inh HTS -7.4, FN deposition inh -0.8, Cneo AK release -2.2 and EWS-Fli inh -12.7.
Screening CC(CC(=O)OCC(=O)NCc1ccc(Cl)cc1)c1ccccc1 (configuration not stated) returned CASP6 VEID inh -0.1, miR122 inh 3.7, LGR2 antag -16.9, PAX8 inh HTS -1.7, PGC1a acetyl inh -1.0, FN deposition inh -3.3, Cneo AK release 1.6 and EWS-Fli inh 6.8.
For O=C(Nc1ccc2c(c1)OCO2)C1CCCCN1S(=O)(=O)c1ccccc1 (configuration not stated) the results were miR122 inh 4.9, LGR2 antag -6.0, PGC1a acetyl inh 0.7 and Cneo AK release 3.8.
Nc1cc(=O)[nH]c(SCCSc2ccccc2)n1 was read as CASP6 VEID inh -3.4, miR122 inh -6.3, LGR2 antag -25.2, PAX8 inh HTS 18.1, PGC1a acetyl inh 0.1, FN deposition inh 2.4, Cneo AK release 3.1 and EWS-Fli inh -8.9.
COc1ccc(CCN2C(=O)COc3ccccc3C2C(=O)NC(C)(C)C)cc1OC (configuration not stated) was read as CASP6 VEID inh -1.1, LGR2 antag 1.0, PAX8 inh HTS 11.1, FN deposition inh -2.6 and EWS-Fli inh -1.3.
Cc1nc(C)n(CC(=O)N2CCCC(C(=O)c3cccc4ccccc34)C2)n1 (configuration not stated) was read as CASP6 VEID inh -0.1, miR122 inh 1.2, LGR2 antag -18.9, PAX8 inh HTS 10.8, PGC1a acetyl inh 7.4, FN deposition inh 6.0 and EWS-Fli inh -11.3.
`Cc1ccc(SCCC(=O)N(C)C)cc1` gave CASP6 VEID inh 3.2, miR122 inh -4.8, LGR2 antag 3.9, PGC1a acetyl inh 0.3, Cneo AK release -2.5 and EWS-Fli inh -23.8.
Screening O=C(NCCc1ccccc1)C1=COCCO1 returned CASP6 VEID inh 5.5, LGR2 antag -25.2, PAX8 inh HTS -151.3, PGC1a acetyl inh -13.0, FN deposition inh 2.1, Cneo AK release -0.1 and EWS-Fli inh -51.7.
N=C(N)c1ccc(N)cc1 was read as CASP6 VEID inh -26.0, miR122 inh 0.3, LGR2 antag -4.2, PAX8 inh HTS 3.9, PGC1a acetyl inh 2.4, FN deposition inh -1.6, Cneo AK release -2.4 and EWS-Fli inh 0.4.
COc1ccc(CN(C)C[C@@H]2OCCCC[C@@H](C)Oc3ccc(NS(=O)(=O)c4ccc(Cl)cc4)cc3C(=O)N([C@H](C)CO)C[C@@H]2C)cc1 was read as CASP6 VEID inh 3.6, miR122 inh 2.3[16.7 µM], LGR2 antag -22.2, PAX8 inh HTS -9.1, PGC1a acetyl inh 9.3, FN deposition inh -3.9, Cneo AK release 0.0 and EWS-Fli inh -14.9.
CO[C@H]1CN(C)C(=O)c2ccc(NC(=O)C3CC3)cc2OC[C@@H](C)N(Cc2cc(F)ccc2F)C[C@@H]1C was read as CASP6 VEID inh 1.4, LGR2 antag 3.0, PGC1a acetyl inh -13.2, FN deposition inh -3.0, Cneo AK release -4.3 and EWS-Fli inh 8.9.
For CC(=O)c1c(C)[nH]c(C(=O)CN2CCN(S(=O)(=O)c3ccc(C(C)C)cc3)CC2)c1C the results were CASP6 VEID inh 0.3, LGR2 antag -13.8, PAX8 inh HTS 13.3, FN deposition inh -2.2, Cneo AK release 0.8 and EWS-Fli inh 14.8.
For COCC(=O)N1[C@H](CO)[C@@H]2c3ccccc3N(C(=O)c3ccccc3F)C[C@@H]21 the results were CASP6 VEID inh -0.4, miR122 inh 3.8[16.7 µM], LGR2 antag -15.7, PAX8 inh HTS 2.2, PGC1a acetyl inh 8.4, Cneo AK release 4.9 and EWS-Fli inh 5.7.
Screening CCN(CC)S(=O)(=O)c1ccc(C(=O)Oc2cc(C)[nH]c(=O)c2[N+](=O)[O-])cc1 returned CASP6 VEID inh 2.0, LGR2 antag -12.1, PAX8 inh HTS 1.7, FN deposition inh -0.6 and EWS-Fli inh -0.3.
`COC(=O)c1cc2c(c3c4cc(OC)ccc4n(S(=O)(=O)c4ccc(F)cc4)c13)C(=O)N(CC(C)C)C2` gave CASP6 VEID inh -1.1, LGR2 antag 2.4, PAX8 inh HTS 16.8, FN deposition inh 0.9 and EWS-Fli inh 21.8.
Cc1nnc2sc(SCc3cccc(Cl)c3)nn2c1=O was read as CASP6 VEID inh -0.1, miR122 inh -4.5, LGR2 antag -9.6, PAX8 inh HTS 1.5, PGC1a acetyl inh -16.8, FN deposition inh -9.5, Cneo AK release 0.0 and EWS-Fli inh 13.6.
Screening COc1cccc(C(=O)Nc2ccc(N3CCN(S(C)(=O)=O)CC3)cc2)c1 returned miR122 inh -7.8, PGC1a acetyl inh 4.3, FN deposition inh -2.5 and Cneo AK release 0.0.
S=C(NCc1ccccc1Cl)NC1CCCC1 was read as CASP6 VEID inh 2.7, miR122 inh 59.9, LGR2 antag 1.2, PAX8 inh HTS 8.7, FN deposition inh 5.2, Cneo AK release 8.9 and EWS-Fli inh -15.5.
`Cc1cc(C(=O)N/N=C/c2ccccn2)n[nH]1` gave CASP6 VEID inh -1.4, LGR2 antag -1.9, PAX8 inh HTS -22.5, FN deposition inh -2.6 and EWS-Fli inh -10.4.
O=C(NCC1CCCN1S(=O)(=O)c1ccccc1)c1cccc(Cl)c1 (configuration not stated) was read as CASP6 VEID inh 2.8, miR122 inh 10.9, LGR2 antag 11.4, PAX8 inh HTS -1.8, PGC1a acetyl inh 6.5, FN deposition inh -4.8, Cneo AK release -1.1 and EWS-Fli inh 0.6.
For O=C(OCc1nnc(-c2ccc([N+](=O)[O-])cc2)o1)C1CCN(C(=O)c2ccc(Cl)cc2)CC1 the results were CASP6 VEID inh -0.1, miR122 inh -0.6, LGR2 antag -2.9, PAX8 inh HTS -5.8, PGC1a acetyl inh -5.9, FN deposition inh -0.2, Cneo AK release -3.5 and EWS-Fli inh -7.3.
Screening Cc1cc(C(=O)Nc2cccc3c2O[C@@H](CN(C)Cc2ccc(C(F)(F)F)cc2)[C@@H](C)CN([C@H](C)CO)C3=O)n(C)n1 returned CASP6 VEID inh 3.3, miR122 inh 11.3[16.7 µM], LGR2 antag -16.1, PAX8 inh HTS -0.7, PGC1a acetyl inh -3.6, Cneo AK release 0.8 and EWS-Fli inh 21.7.
CCN(CCn1cccn1)C(=O)c1ccc(OC2CCN(C(=O)COC)CC2)cc1 was read as CASP6 VEID inh -2.8, miR122 inh -2.4, LGR2 antag -8.7, PAX8 inh HTS -32.6, PGC1a acetyl inh -1.5, FN deposition inh 5.1, Cneo AK release -3.5 and EWS-Fli inh -11.5.
For Cc1ccc(C(=O)NNC(=O)CSc2n[nH]c(-c3cccnc3)n2)cc1 the results were CASP6 VEID inh 2.1, LGR2 antag 18.3, PAX8 inh HTS -40.1, PGC1a acetyl inh 5.1 and EWS-Fli inh -4.9.

Random excerpt: 2 compounds from above
S=C(NCc1ccccc1Cl)NC1CCCC1 was read as CASP6 VEID inh 2.7, miR122 inh 59.9, LGR2 antag 1.2, PAX8 inh HTS 8.7, FN deposition inh 5.2, Cneo AK release 8.9 and EWS-Fli inh -15.5.
Cc1nc(C)n(CC(=O)N2CCCC(C(=O)c3cccc4ccccc34)C2)n1 (configuration not stated) was read as CASP6 VEID inh -0.1, miR122 inh 1.2, LGR2 antag -18.9, PAX8 inh HTS 10.8, PGC1a acetyl inh 7.4, FN deposition inh 6.0 and EWS-Fli inh -11.3.
